From PubChem BioAssay
tim23-1 inh: growth inhibitors of tim23-1 mutant yeast | S. cerevisiae tim23-1 growth, BacTiter-Glo luminescence, 24 h | inhibition, % at 20 µM | 1.3% of 330,000 active;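 active = growth inhibition of the mutant yeast at or above 50%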;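 also: temperature-sensitive mutant grown at 25 °C; plate controls were DMSO-treated mutant yeast for no effect and medium wells lacking yeast for full effect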
NR3A LBD binder: NR3A (human) ligand-binding domain modulation; AID 1259313; NR3A LBD differential scanning fluorimetry, Tm shift; 0% = protein alone, 100% = glycine-bound protein; Tm shift relative to glycine control, % at 25 µM; 2.5% of 340,000 active;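 active = melting temperature shift of at least 10% of the positive control shift, at one fixed dose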
CHOP UPR activ: activators of apoptotic arm of unfolded protein response (CHOP). CHO-CHOP luciferase reporter, UPR activation, luminescence; percent of tunicamycin response over DMSO baseline. activation, % at 10 µM. 0.34% of 330,000 active. AID 449763;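 active = at 10 µM dose, activation of 40% or more, normalized to positive control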;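 also: 100% = tunicamycin at 10 µg/mL and 0% = DMSO alone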
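measured by = luciferase luminescence | assay system = CHO-CHOP cells, stable luciferase reporter of PERK-eIF2a-CHOP signalling | amount = 500 reporter cells seeded per well | timing = 6 h compound exposure at 37 °C after overnight seeding | controls = positive tunicamycin 10 µg/mL, negative DMSO alone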
Mdm2 MdmX PPI: human Mdm2/MdmX binding inhibition | O15151+Q00987 | SaOS-2 split-luciferase Mdm2/MdmX complementation, luminescence | inhibition, % at 8 µM | 3% of 330,000 active | AID 485346;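 active = inhibition of at least 50% at 8 µM in the primary screen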
Target sequence (O15151 whole entry, looked up): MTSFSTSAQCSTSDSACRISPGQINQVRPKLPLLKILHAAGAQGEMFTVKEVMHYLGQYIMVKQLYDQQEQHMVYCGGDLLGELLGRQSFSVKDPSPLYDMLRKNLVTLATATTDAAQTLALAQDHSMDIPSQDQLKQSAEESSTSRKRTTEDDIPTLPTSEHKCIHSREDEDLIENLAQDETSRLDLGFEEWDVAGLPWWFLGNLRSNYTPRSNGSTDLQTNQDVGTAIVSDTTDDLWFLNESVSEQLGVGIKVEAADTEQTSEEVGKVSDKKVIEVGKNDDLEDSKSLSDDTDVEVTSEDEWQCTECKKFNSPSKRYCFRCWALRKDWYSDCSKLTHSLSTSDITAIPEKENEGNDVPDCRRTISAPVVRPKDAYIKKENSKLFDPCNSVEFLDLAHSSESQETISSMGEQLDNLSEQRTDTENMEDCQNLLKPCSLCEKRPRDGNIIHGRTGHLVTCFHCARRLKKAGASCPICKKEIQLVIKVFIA
Target sequence (Q00987 whole entry, looked up): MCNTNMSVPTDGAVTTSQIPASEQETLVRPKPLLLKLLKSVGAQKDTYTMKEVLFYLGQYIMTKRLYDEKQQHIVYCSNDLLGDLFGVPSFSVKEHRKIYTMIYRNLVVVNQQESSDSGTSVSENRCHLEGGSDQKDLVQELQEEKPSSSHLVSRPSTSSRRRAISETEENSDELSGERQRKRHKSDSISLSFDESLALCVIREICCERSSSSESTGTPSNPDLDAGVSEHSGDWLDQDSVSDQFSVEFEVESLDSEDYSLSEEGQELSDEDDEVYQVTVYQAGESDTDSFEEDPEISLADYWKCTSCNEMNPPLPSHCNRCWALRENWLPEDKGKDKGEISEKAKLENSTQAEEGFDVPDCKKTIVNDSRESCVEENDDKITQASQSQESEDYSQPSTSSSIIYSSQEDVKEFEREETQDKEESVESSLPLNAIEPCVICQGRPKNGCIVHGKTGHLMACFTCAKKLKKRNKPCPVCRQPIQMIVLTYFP
TIM10 inh: TIM10 yeast growth inhibition. S. cerevisiae TIM10 strain growth, BacTiter-Glo luminescence, 24 h. inhibition, % at 10 µM. 1.4% of 330,000 active;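 active = inhibition of 40% or more at the single tested concentration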;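 also: wild-type TIM10 isogenic control strain grown at permissive 25 °C; 0% = DMSO yeast wells and 100% = minimal medium wells without yeast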
tim10-1 inh: growth inhibitors of tim10-1 mutant yeast; S. cerevisiae tim10-1 ts strain growth, BacTiter-Glo, 24 h; inhibition, % at 20 µM; 2.2% of 330,000 active; AID 463190;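 active = inhibition of at least 40%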;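 also: mutant grown at 25 °C; 0% = DMSO wells with yeast and 100% = wells holding no yeast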
APJ agonist: activates the human apelin receptor APJ | CHO-K1 APJ PathHunter beta-arrestin, luminescence; 0% DMSO wells, 100% apelin | P35414 | 0.11% of 330,000 active | activation, % at 20 µM;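 active = activation more than six SD over the plate average, tested at 20 µM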;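 also: 0% = DMSO alone and 100% = apelin-13 at 10 nM; some results filed as inactive read as strong as hits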
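Incubation: overnight seeding, 90 min compound at 25 °C, 1 h detection; test system: PathHunter CHO-K1 APJ (AGTRL-1) beta-arrestin reporter cells; amount: 1000 cells/well; doses: one dose, 20 µM compound, 1% DMSO; measured by: beta-gal luminescence; measure: agonist-driven arrestin binding to APJ; benchmarks: negative DMSO alone, positive Apelin-13 at 10 nM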
NALP3 yeast inh: blocks the NALP3 inflammasome reconstituted in yeast; Yeast reconstituted NLRP3/ASC/caspase-1, beta-gal luminescence, 24 h; inhibition, % at 10 µM; 0.39% of 330,000 active;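 active = inhibition of 50% or more; inactive = inhibition below 50%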;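 also: plate controls were induced DMSO wells for no effect and uninduced yeast grown without galactose for full effect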
XBP1 UPR activ: activators of adaptive arm of unfolded protein response (XBP1); AID 463104; activation, % at 20 µM; CHO-XBP1 luciferase reporter, IRE1-XBP1 UPR activation, luminescence; percent of tunicamycin response, DMSO as zero; 0.33% of 330,000 active;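 active = versus positive control, 20 µM dose yields 30% or more activation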;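 also: 100% = tunicamycin at 10 µg/mL and 0% = DMSO only wells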
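Material: CHO-XBP1 cells stably carrying IRE1-XBP1-driven luciferase reporter / Amount: 1000 cells per well / Compound: 20 µM, 1% DMSO / Times: 6 h treatment, 37 °C / Detection: luciferase luminescence / Measure: % activation of reporter signal versus tunicamycin and DMSO controls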
An asterisk follows results filed as active; & = joins results of further samples.

Preview, 3 compounds:
| SMILES | tim23-1 inh | NR3A LBD binder | CHOP UPR activ | Mdm2 MdmX PPI | TIM10 inh | tim10-1 inh | APJ agonist | NALP3 yeast inh | XBP1 UPR activ |
| --- | --- | --- | --- | --- | --- | --- | --- | --- | --- |
| CCOC(=O)c1ccc(S(=O)(=O)Nc2nc3cc(S(=O)(=O)NC4=NCCCCC4)ccc3s2)cc1 | 10.4 | 0.6 | 0.2 | -18.3 | 26.7 | 11.5 | -3.2 | 2.8 | 0.9 |
| Cc1ccc2nc(-c3ccccc3)cc(C(=O)NCC(c3ccco3)N(C)C)c2c1 (stereo unspecified) | 19.4 | -1.1 | 2.0 | -4.2 | -3.5 | 9.0 | 4.2 | 4.0 | -2.9 |
| O=C(CCCC(=O)c1ccccc1)NCCc1ccccc1 | 9.0 | -0.4 | 1.2 | 0.9 | 11.8 | 3.9 | -4.2 | 23.2 | -2.9 |

The listing, previewed entries included:
| SMILES | tim23-1 inh | NR3A LBD binder | CHOP UPR activ | Mdm2 MdmX PPI | TIM10 inh | tim10-1 inh | APJ agonist | NALP3 yeast inh | XBP1 UPR activ |
| --- | --- | --- | --- | --- | --- | --- | --- | --- | --- |
| CCOC(=O)c1ccc(S(=O)(=O)Nc2nc3cc(S(=O)(=O)NC4=NCCCCC4)ccc3s2)cc1 | 10.4 | 0.6 | 0.2 | -18.3 | 26.7 | 11.5 | -3.2 | 2.8 | 0.9 |
| Cc1ccc2nc(-c3ccccc3)cc(C(=O)NCC(c3ccco3)N(C)C)c2c1 (stereo unspecified) | 19.4 | -1.1 | 2.0 | -4.2 | -3.5 | 9.0 | 4.2 | 4.0 | -2.9 |
| O=C(CCCC(=O)c1ccccc1)NCCc1ccccc1 | 9.0 | -0.4 | 1.2 | 0.9 | 11.8 | 3.9 | -4.2 | 23.2 | -2.9 |
| COc1ccc(C)cc1S(=O)(=O)N(CC(N)=O)Cc1ccccc1 | 17.6 | -1.8 | -1.6 | 14.7 | -2.2 | 9.4 | 0.3 | 7.7 | -1.8 |
| Cc1csc2c(=O)sc(NC(=O)c3ccc(F)cc3)nc12 | 8.4 | -0.9 | -0.1 | -12.5 | -19.9 | -0.3 | 2.6 | 8.3 | -5.2 |
| O=c1cc(CN2CCN(S(=O)(=O)c3ccc4c(c3)OCCO4)CC2)c2ccc(O)cc2o1 | -2.7 | -4.2 | 0.8 | -22.8 | -0.5 | 6.4 | -2.4 | -10.3 | -1.0 |
| CC(=O)Nc1ccc(S(=O)(=O)N=S(C)(C)=O)cc1 | 1.2 | -0.3 | -1.2 | 2.4 | -2.0 | 16.1 | 5.2 | 0.9 | -2.7 |
| COc1cccc(C(=O)OCC(=O)c2c[nH]c3ccccc23)c1O | 9.0 | -6.6 | -0.1 | -44.6 | 22.6 | 1.7 | 0.8 | 21.6 | 0.3 |
| CC(C)CNC(=O)C(=O)Nc1cc2c3c(c1)C(C)C(=O)N3CCC2 (stereo unspecified) | 20.5 | -0.8 | 1.1 | -0.5 | 3.4 | 12.3 | 5.9 | -11.4 | -1.3 |
| O=C1CCCN1CN1CCCCC1 | 5.7 | 1.7 | 0.4 | 9.5 | -1.6 | 20.4 | 3.2 | 20.9 | -3.0 |
| CC(C)C(=O)Nc1c2c(nc3c1CCC3)CCCC2 | 11.7 | 1.5 | 0.0 | 7.4 | -8.5 | 11.5 | 1.0 | 9.7 | 3.9 |
| O=C(O)c1cc(C2CC2)nc2ccccc12 | -8.5 | 3.0 | 0.0 | 9.0 | -7.3 | -8.8 | -0.3 | 5.2 | 2.8 |
| S=C(NCCc1ccccc1)Nc1ccccc1 | 14.5 | -1.3 | 1.7 | -32.1 | 17.1 | 19.1 | -2.8 | 14.2 | 0.9 |
| CCOc1ccccc1NC(=S)N1CCC(NC(=O)c2ccco2)CC1 | 9.1 | 0.0 | -0.6 | 4.0 | 3.7 | -1.3 | -0.8 | -20.7 | -1.1 |
| Cc1ccccc1OCC(=O)NNC(=O)C1CC(=O)N(c2ccc3c(c2)OCCO3)C1 (stereo unspecified) | -12.8 | -3.0 | -1.7 | 21.2 | -5.1 | -11.6 | 0.6 | 10.4 | -0.6 |
| CN(C)S(=O)(=O)c1cc(NC(=O)CN2CCN(c3ccccc3)CC2)ccc1Cl | 32.0 | -0.2 | 2.9 | 7.5 | -2.3 | 32.6 | 2.7 | 11.5 | -2.5 |
| Cc1cc(Nc2ccccc2)nn1C(=O)c1ccc([N+](=O)[O-])cc1 | -16.1 | 39.6* | 0.9 | -3.9 | 2.6 | 14.2 | -0.9 | 19.4 | 1.3 |
| COc1cc2[nH]c(C(=O)N3CCN(c4ccc(F)cc4)CC3)cc2c(OC)c1OC | 1.5 | -0.5 | 1.3 | 13.8 | 20.9 | -14.0 | -3.1 | 20.8 | 0.4 |
| O=C(Nc1ccccc1N1CCOCC1)c1ccc(Cl)c(S(=O)(=O)N2CCCC2)c1 | 7.5 | 4.6 | 0.6 | 28.5 | 15.1 | 27.6 | -2.6 | 15.4 | 3.6 |
| Cc1cc(=O)oc2cc(OCC(=O)Nc3c(C)n(C)n(-c4ccccc4)c3=O)c(Cl)cc12 | -10.5 | 1.2 | -1.0 | 16.5 | -11.3 | -15.5 | 4.8 | 6.4 | -1.7 |
| C=CCN1C(=O)S/C(=C\c2ccc(N3CCOCC3)cc2C)C1=O | 25.6 | 2.5 | 5.0 | -122.2 | 18.0 | 20.1 | -3.1 | 29.6 | 2.8 |
| Cc1cc(Nc2ccc3c(c2)OCCO3)n2nc(C)nc2n1 | 26.5 | -0.2 | -3.9 | -18.3 | -6.5 | 28.1 | -1.0 | -1.4 | 0.2 |
| CC(C)(C)N(Cc1ccccc1)C(=O)COC(=O)CNC(=O)c1ccco1 | 8.1 | 0.8 | 0.0 | 15.0 | 9.3 | 6.1 | 10.3 | 13.7 | 1.6 |
| O=C(CSc1ccccc1)Nc1cccnc1 | 5.2 | -1.0 | 1.9 | -4.7 | 2.7 | 10.0 | 0.2 | 11.4 | 1.6 |
| Cc1ccc(C(=O)NCC(=O)NC23CC4CC(CC(C4)C2)C3)cc1 | 22.1 | 0.2 | 3.4 | -19.4 | -4.5 | 12.4 | -2.7 | 6.2 | 1.9 |
| CC(C)Oc1ccc(C2CC(=O)N(c3cccc(Br)c3)C2=O)cc1 (stereo unspecified) | 23.8 | -0.1 | 2.9 | 33.0 | 31.8 | -7.1 | -0.9 | 2.0 | 4.3 |
| COc1cc(OC)c(C2=NOC(C(=O)O)C2)cc1Cl (stereo unspecified) | -1.2 | -7.5 | -0.9 | -5.7 | -3.8 | -8.3 | -1.2 | 3.3 | -5.0 |
| CS(=O)(=O)N(Cc1ccccc1)c1ccc(C(=O)Nc2ccccc2Sc2ccccc2)cc1 | 8.2 | 1.9 | 2.7 | 49.7 | 3.1 | 29.2 | -3.1 | 19.3 | -1.8 |
| O=C1CC(=O)Nc2cc(S(=O)(=O)N3CCN(c4cccc(C(F)(F)F)c4)CC3)ccc2N1 | 13.9 | 0.3 | -1.7 | 19.7 | 4.5 | -0.7 | -3.2 | 20.1 | 0.2 |
| CC(Oc1ccccc1F)C(=O)NNC(=O)CCNC(=O)c1ccccc1Cl (stereo unspecified) | 5.0 | -1.1 | 0.9 | -31.0 | 7.5 | 0.9 | 0.4 | 15.5 | 0.8 |
| c1ccc(CSc2ccc(-c3ccc4c(c3)OCO4)nn2)cc1 | 17.2 | 1.1 | 6.1 | -92.8 | 17.3 | 10.0 | -0.4 | -41.2 | 2.6 |
| O=C(O)C(=O)/C(=C\c1ccsc1)c1ccc2ccccc2n1 | 4.5 | 2.0 | 6.1 | -64.9 | 14.1 | -15.0 | -1.2 | 0.4 | 5.0 |
| CCOc1[nH]n(-c2ccc(Cl)cc2)c(=O)c1C=NCC(=O)OC | -14.6 | -1.4 | -1.5 | 14.7 | -10.5 | 16.7 | -7.0 | 13.7 | -0.1 |
| CCOCC(=O)Nc1nc2c(s1)C(=O)CC(C)(C)C2 | 8.8 | 1.4 | -0.5 | 9.0 | 8.7 | 14.0 | -1.9 | 19.5 | 3.6 |
| Cc1cccc(NC(=O)C2CCN(S(=O)(=O)c3cccc4nsnc34)CC2)n1 | 20.3 | -1.4 | -2.1 | 4.2 | 7.6 | 22.4 | -1.8 | -1.2 | -1.4 |
| Cc1ccnc(SCC(=O)c2cccs2)n1 | 0.1 | 0.4 | 6.3 | -24.5 | -21.2 | -9.6 | -2.2 | 12.6 | 2.6 |
| CN(C)c1nc(-c2ccccc2)c2cc(Cl)ccc2n1 | 17.8 | 1.8 | 1.1 | 1.9 | 16.4 | 38.3 | 2.7 | 2.5 | -5.4 |
| Cc1ccc(-c2nc3cccnc3s2)cc1NS(=O)(=O)c1cccs1 | 57.7* | -8.0 | 2.5 | -42.0 | 6.5 | 42.5* | -2.1 | -37.1 | 2.8 |
| CCCc1cc(C(=O)Nc2cccc(Cl)c2)no1 | 27.8 | 12.8* | 2.3 | -130.1 | 0.5 | 18.7 | -0.9 | 41.9 | -0.6 |
| CCn1c(=O)c(C(=O)NCc2ccc(OC)c(OC)c2)c(O)c2ccccc21 | -11.4 | 0.6 | -0.6 | 11.3 | 8.5 | -3.5 | -2.6 | 12.0 | 7.0 |
| N#C/C(C(=O)N1CCOCC1)=C1/SC(Cc2ccccc2)C(=O)N1c1ccccc1 (stereo unspecified) | 12.8 | -0.2 | 0.0 | 13.6 | 32.4 | 15.7 | -1.5 | 6.1 | -4.7 |
| CS(=O)(=O)c1ccc(Cl)c(NC(=O)CN2CCCC2c2ccc3c(c2)OCCCO3)c1 (stereo unspecified) | 34.2 | -0.3 | 0.2 | -17.8 | 9.8 | 14.0 | -2.2 | 7.0 | -0.6 |
| O=C1CC2(CCN(S(=O)(=O)c3ccccc3F)CC2)Oc2ccccc21 | 29.2 | 2.3 | -2.0 | -3.2 | 20.1 | 24.6 | -4.6 | 10.2 | -2.1 |
| COc1ccc(C(=O)NC2CCSc3ccccc32)cc1F (stereo unspecified) | 11.3 | -4.9 | 0.7 | -22.4 | -8.1 | -2.4 | 1.4 | 26.3 | -1.9 |
| COc1cc(C(=O)OC(C)CN2CCOCC2)cc(OC)c1OC (stereo unspecified) | 14.6&7.7 | 0.6&3.2 | -2.0&-0.8 | 15.9&-12.0 | -6.6&-11.4 | 6.1&2.3 | 0.1&-1.5 | 0.1&21.8 | 0.7&-5.8 |
| Cc1cc(NC(=O)CCC(=O)N(Cc2ccco2)C(C(=O)NC2CCCC2)c2ccccc2)no1 (stereo unspecified) | -1.6 | 0.2 | 0.3 | -2.2 | -7.7 | 4.7 | -1.5 | 9.9 | -1.9 |
| O=C(Nc1ccc(Br)cc1F)C1CCCO1 (stereo unspecified) | 14.2 | 0.9 | -0.3 | 19.2 | -4.8 | 1.6 | -3.2 | -10.6 | -2.2 |
| CN1CCN(c2ccc(S(=O)(=O)N3CCOCC3)cc2NC(=O)CSCc2ccccc2)CC1 | 0.8 | 2.6 | 0.8 | -12.5 | -5.7 | -15.3 | 0.6 | 20.4 | -1.1 |
| Cc1ccc(OCCCN2CCOCC2)cc1 | 22.8 | -0.8 | 2.1 | 14.3 | -1.9 | 7.8 | -2.4 | 25.2 | -0.2 |
| O=C(CNC(=O)c1cccc(OC(F)F)c1)OCc1cc(=O)n2cc(Br)ccc2n1 | 6.8 | -1.9 | -1.2 | 5.9 | -16.3 | 2.5 | -2.6 | 6.3 | -2.0 |
